# Screening results: PubChem, National Center for Advancing Translational Sciences (NCATS)
# ALDH1A1 inh – qHTS Assay for Inhibitors of Aldehyde Dehydrogenase 1 (ALDH1A1) | Aldehyde dehydrogenase 1A1 (Homo sapiens), P00352 | Purified ALDH1A1, NADH fluorescence, propionaldehyde substrate | Potency, µM (doses to about 75.3 µM), for the others: at the top dose activity, negative = inhibition, most hits filed as inhibitors | hit rate 7.3% among 220,000; active means well fitted inhibition curve with a large enough effect, not every such curve was filed as active; inconclusive means small, poorly fitted or top-dose-only effect, or another doubt; inactive means no such curve, though single readings can be large or run the other way;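 further: plate controls were no enzyme wells and a reference inhibitor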
# SMN2 splice enh – qHTS Assay for Enhancers of SMN2 Splice Variant Expression | HEK293 SMN2-luciferase splicing reporter, luminescence, 30-36 h | Potency, µM (titrated, usually from 46.1 µM), for the others: at the top dose activity change, positive = activation, hits mostly activators | hit rate 2.8% among 210,000; further: % of control where 0% means no effect; nearly all actives have a fitted effect of over 55% in size
#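 HEK293 cells carry an SMN2 minigene-luciferase reporter in which exon 7 inclusion puts luciferase in frame. Cells were seeded at 2000 cells/well, attached for 10-12 hours, then exposed to compounds for 30-36 hours at 37C before ONE-Glo luminescence.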
# GoLoco inh red – qHTS Assay for Inhibitors of RGS12 GoLoco Motif Activity (Red Fluorophore) | Gai1:RGS12 GoLoco peptide FP, rhodamine, 10 min | AID 880, 2007 | Guanine nucleotide-binding protein G(i) subunit alpha-1 (Homo sapiens), P63096 | hit rate 0.44% among 230,000 | Potency, µM (top dose mostly 61.6 µM), for inactives: at the top dose activity, negative = inhibition, hits mostly inhibitors; active means well fitted inhibition curve with a large enough effect, not every such curve was filed as active; inactive means no such curve, though single readings can be large or run the other way; further: on the % scale 0 is the no-effect control and ±100 the full control effect; nearly all actives have a fitted effect of over 30% in size; many of its hits are not listed in these tables
# Target sequence (P63096 whole entry, looked up): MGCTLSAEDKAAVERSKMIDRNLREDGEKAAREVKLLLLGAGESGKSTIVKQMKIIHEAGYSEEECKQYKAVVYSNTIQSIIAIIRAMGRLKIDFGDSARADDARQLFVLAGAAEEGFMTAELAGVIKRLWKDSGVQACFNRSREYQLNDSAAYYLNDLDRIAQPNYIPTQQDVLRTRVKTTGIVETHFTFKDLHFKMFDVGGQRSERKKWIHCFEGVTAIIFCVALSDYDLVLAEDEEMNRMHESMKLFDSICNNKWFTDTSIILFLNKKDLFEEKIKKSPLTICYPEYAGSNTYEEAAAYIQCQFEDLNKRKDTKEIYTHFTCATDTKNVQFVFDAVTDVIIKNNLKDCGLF
# GAA inh – qHTS Assay for Inhibitors of Human alpha-Glucosidase as a Potential Chaperone Treatment of Pompe Disease; Potency, µM (series often up to 76.9 µM), without a hit: top-dose activity change, negative = inhibition, usual class: inhibitors; Lysosomal alpha-glucosidase (Homo sapiens), P10253; AID 1466, 2008; hit rate 0.005% among 200,000; purified human GAA, 4-MU-alpha-glucoside fluorescence;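 further: plate controls were uninhibited enzyme wells for no effect and no-enzyme background for full effect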
#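 Endpoint fluorogenic read: 20 min room-temperature reaction of 4 nM human alpha-glucosidase with 400 uM 4-methylumbelliferyl-alpha-D-pyranoside, pH 5.0, quenched with 1M NaOH/1M glycine pH 10. AC50 from Hill modeling.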
# aGal spleen mod – qHTS Assay for Inhibitors and Activators of Human alpha-Galactosidase From Spleen Homogenate; Alpha-galactosidase A (Homo sapiens), P06280; human spleen homogenate, 4MU-alpha-Gal fluorescence, 40 min; Potency, µM (highest dose often 80 µM), inactives show at the highest dose activity change, negative = inhibition, actives largely listed as inhibitors; hit rate 0.008% among 240,000;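 further: 0% = enzyme with vehicle and -100% = no enzyme basal signal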
# Target sequence (P06280 32-429 limits assumed): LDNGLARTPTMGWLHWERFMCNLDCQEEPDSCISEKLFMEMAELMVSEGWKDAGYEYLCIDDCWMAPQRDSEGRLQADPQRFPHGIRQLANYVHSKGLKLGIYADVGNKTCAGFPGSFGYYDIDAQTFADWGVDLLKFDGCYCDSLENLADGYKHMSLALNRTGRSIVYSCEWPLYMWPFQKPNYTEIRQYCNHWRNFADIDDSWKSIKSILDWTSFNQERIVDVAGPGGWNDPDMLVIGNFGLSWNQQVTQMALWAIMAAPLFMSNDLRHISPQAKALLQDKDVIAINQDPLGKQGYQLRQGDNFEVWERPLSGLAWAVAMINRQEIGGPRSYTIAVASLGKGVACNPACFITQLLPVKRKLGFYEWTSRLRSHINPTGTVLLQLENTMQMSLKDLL
#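 Inhibition or activation of alpha-galactosidase in human spleen homogenate is scored by 4-MU fluorescence after 40 min at 37C, pH 5.0, with 1 mM substrate. AC50s come from concentration-response fitted to the Hill equation.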
# JMJD2E inh – qHTS Assay for Inhibitors of Human Jumonji Domain Containing 2E (JMJD2E); JMJD2E catalytic domain, FDH-coupled NADH fluorescence (FDH is formaldehyde dehydrogenase); Lysine-specific demethylase 4E (Homo sapiens), B2RXH2; Potency, µM (series often up to 57.1 µM), for inactives: at the highest dose activity change, negative = inhibition, most hits filed as inhibitors; hit rate 1.6% among 230,000; active means well fitted inhibition curve with a large enough effect, not every such curve was filed as active; inconclusive means small, poorly fitted or top-dose-only effect, or another doubt; inactive means no such curve, though single readings can be large or run the other way;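 further: 0% = wells with enzyme and -100% = buffer wells without enzyme; nearly all actives have a fitted effect of over 50% in size; many of its hits are not listed in these tables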
# Target sequence (B2RXH2 1-337 limits assumed): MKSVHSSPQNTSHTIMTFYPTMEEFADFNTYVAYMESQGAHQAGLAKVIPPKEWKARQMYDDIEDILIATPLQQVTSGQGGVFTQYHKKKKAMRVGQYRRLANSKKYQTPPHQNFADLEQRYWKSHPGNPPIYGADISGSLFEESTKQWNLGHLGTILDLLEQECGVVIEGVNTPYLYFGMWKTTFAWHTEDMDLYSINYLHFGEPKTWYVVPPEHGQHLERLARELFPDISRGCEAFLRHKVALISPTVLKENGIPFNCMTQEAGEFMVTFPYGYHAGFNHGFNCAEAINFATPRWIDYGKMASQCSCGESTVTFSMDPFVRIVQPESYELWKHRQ
# GAA spleen mod – qHTS Assay for Inhibitors and Activators of Human alpha-Glucosidase From Spleen Homogenate. human spleen homogenate, 4-MU-alpha-glucoside fluorescence. Potency, µM (series often up to 79.9 µM), for the others: top-dose activity change, negative = inhibition, actives largely listed as inhibitors. hit rate 0.006% among 240,000. AID 2112, 2009;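 further: 0% = enzyme with vehicle and -100% = no enzyme basal signal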
#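 Compounds were titrated against alpha-glucosidase in spleen homogenate at pH 5.0, with 1 mM 4-methylumbelliferyl substrate for 40 min at 37 C. Reactions were quenched with pH 10 NaOH/glycine and fluorescence measured.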
# GAA glycogen – qHTS Assay for Inhibitors and Activators of Human alpha-Glucosidase Cleavage of Glycogen | hit rate 0.38% among 300,000 | Lysosomal alpha-glucosidase (Homo sapiens), P10253 | Potency, µM (series often up to 76.4 µM), for inactives: at the top dose activity change, negative = inhibition, most hits filed as inhibitors | recombinant GAA, glycogen substrate, Amplex Red glucose oxidase fluorescence;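 further: 0% = full enzyme reaction and -100% = no-enzyme basal signal; the screen sought inhibitors and activators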
#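 Recombinant human enzyme (4 nM); glycogen substrate; 37 C, 40 min, pH 5.0. Readout: coupled glucose oxidase/Amplex Red fluorescence.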
# The depositor's hits bear a star; ? = inconclusive; . = no result given; [ ] = remark or other dose. Unless noted, the call rests on the fitted dose curve; in most records, active means well fitted curve in the direction sought with a large enough effect; inconclusive means small, poorly fitted or top-dose-only effect, or another doubt; inactive means no such curve, though single readings can be large; an effect the other way counts as inactive or inconclusive. Potency means the concentration at half of the fitted maximal effect.
SMILES,ALDH1A1 inh,SMN2 splice enh,GoLoco inh red,GAA inh,aGal spleen mod,JMJD2E inh,GAA spleen mod,GAA glycogen
CCc1nnc(NS(=O)(=O)c2ccc(NC(=O)c3cccc4ccccc34)cc2)s1,2%,17%,13%,-1%,-6%,2%,-8%,-3%
Cc1ccc(N2CCN(/N=C/C3=C(N4CCOCC4)C(=C\c4ccccc4)/CC3)CC2)cc1,.,.,-8%,.,2%,0%,-4%,-5%
CCCCCCC(=O)Nc1ccc(Br)cn1,.,.,3%,.,0%,5%,1%,-9%
O=C(CSc1nnc(-c2cccc(S(=O)(=O)N3CCCCC3)c2)o1)NCCC1=CCCCC1,5%,-18%,1%,0%,-1%,16%,2%,2%
CCOC(=O)C(=CNc1ccc(S(N)(=O)=O)cc1)C(=O)OCC,.,.,16%,.,-12%,11%,1%,4%
COC(=O)c1sc(NC(C)=O)c(C(=O)OC)c1C,?,14%,6%,3%,-7%,-6%,-21%,-2%
COc1ccc(OC)c2c1sc(=NC(=O)C(C)(C)C)n2C,?,-9%,1%,-5%,9%,-2%,9%,-18%
O=C(CN1CCN(c2ccccc2)CC1)Nc1ccc(-n2cnnn2)cc1,9%,8%,-11%,-12%,8%,-1%,-2%,0%
c1ccc(OCCN2CCN(Cc3nc(-c4ccc5c(c4)OCO5)no3)CC2)cc1,-9%,.,-2%,-5%,2%,2%,0%,-10%
CCCCN=CC1=C(O)CC(c2ccccc2)CC1=O (stereo not given),-6%,-7%,5%,5%,11%,10%,3%,-6%
O=C(CN1CCCCC1)Nc1cccc(Cl)c1Cl,-1%,4%,-4%,6%,-3%,0%,8%,0%
[O-]C1=N/[N+](=C/c2ccccc2)CC1,.,.,6%,.,0%,4%,-6%,?
CC1=C(C(=O)N2CCOCC2)C(c2c(F)cccc2F)NC(=O)N1 (stereo not given),-3%,6%,6%,2%,1%,5%,-11%,-9%
O=Cc1ccccc1Oc1nc(N2CCOCC2)nc(N2CCOCC2)n1,?,-2%,0%,5%,-6%,-7%,1%,8%
CCc1ccc(N(CC(=O)NC2CCCCC2)S(=O)(=O)c2c(C)noc2C)cc1,7%,6%,4%,?,1%,3%,-4%,6%

# By substructure: those above containing a halogen (3)
SMILES,ALDH1A1 inh,SMN2 splice enh,GoLoco inh red,GAA inh,aGal spleen mod,JMJD2E inh,GAA spleen mod,GAA glycogen
CCCCCCC(=O)Nc1ccc(Br)cn1,.,.,3%,.,0%,5%,1%,-9%
O=C(CN1CCCCC1)Nc1cccc(Cl)c1Cl,-1%,4%,-4%,6%,-3%,0%,8%,0%
CC1=C(C(=O)N2CCOCC2)C(c2c(F)cccc2F)NC(=O)N1 (stereo not given),-3%,6%,6%,2%,1%,5%,-11%,-9%

# Additional records follow:
SMILES,ALDH1A1 inh,SMN2 splice enh,GoLoco inh red,GAA inh,aGal spleen mod,JMJD2E inh,GAA spleen mod,GAA glycogen
COc1ccc(OC)c(NC(=O)CSc2nnc(CNC(=O)COc3ccc(Cl)cc3)o2)c1,20µM*,23%,21%,9%,8%,1%,0%,-2%
CSc1nnc2c(n1)OC(C)=Nc1ccccc1-2,7%,6%,8%,-3%,-7%,-2%,-3%,6%
COC(=O)c1ccc(NC(=O)CNC(=O)C2CCCCC2)cc1,-12%,.,.,6%,-3%,-1%,5%,6%
O=C1NC(c2ccccc2)(C(F)(F)F)C(=O)N1Cc1cccnc1 (stereo not given),-14%,-2%,2%,-2%,-10%,2%,-7%,-4%
CNc1cc([N+](=O)[O-])ccc1N/C=C/C(=O)c1ccc2c(c1)OCO2,13µM*,6%,17%,?,4%,3%,-6%,-2%
CN(NC(=O)c1c(Cl)cccc1Cl)c1cccc(Cl)n1,-3%,-11%,0%,-6%,10%,4%,0%,0%
CCOc1ccc(NC(=S)N2CCN(C/C=C/c3ccccc3)CC2)cc1,-3%,10%,12%,6%,8%,7%,9%,-6%
CC1CCc2nc(N)c(C#N)c(-c3cccnc3)c2C1 (stereo not given),?,-9%,5%,2%,5%,?,-1%,5%
CN(Cc1ccccc1)Cc1c(F)cccc1F,?,1.4µM*,-5%,3%,0%,?,-3%,2%
CS(=O)(=O)N(CC(=O)N1CCOCC1)c1ccc2c3c(cccc13)CC2,-8%,?,11%,0%,-4%,-28%,-3%,2%
O=C(Nc1cc(Sc2nc3ccccc3s2)cc([N+](=O)[O-])c1)c1cccc(F)c1F,4%,-14%[1.84 µM],0%,-30%,-6%,6%,-1%,-5%
OC1CCC(NC(=S)Nc2ccc(SC(F)F)cc2)CC1 (stereo not given),2%,16µM*,8%,-9%,-2%,4%,5%,-25%
O=C(NCCCN1CCOCC1)c1ccc(Cl)s1,4%,13%,-4%,3%,10%,6%,-10%,0%
CCN=c1scc(-c2ccc3c(c2)NC(=O)CO3)n1N=C1CCCC1,?,-66%[inhibitor],8%,-4%,0%,-1%,4%,-1%
CCn1c(SCC(=O)NCc2ccc3c(c2)OCO3)nnc1-c1ccncc1,2%,6%,9%,0%,-2%,?,5%,26%
COc1ccc(-n2c(=O)c3c4c(sc3n(CC(=O)Nc3cc(C)[nH]n3)c2=O)CCCC4)c(OC)c1,9%,2%,1%,4%,9%,0%,3%,-1%
CCOP(=O)(OCC)C(NC(=O)c1ccc(OC)cc1)c1ccccc1 (stereo not given),-5%,.,4%,4%,3%,0%,5%,-3%
COc1ccccc1NC(=O)c1ccc(-n2cccn2)c([N+](=O)[O-])c1,25µM*,-2%,20%,4%,5%,-7%,1%,-2%
CCCn1ncc(CN2CCN(CCc3ccccc3)C(CCO)C2)c1C (stereo not given),7%,.,0%,.,8%,3%,-2%,15%
COc1ccc(CCNC(=O)C2CC(=O)N(CCc3ccccc3)C2)cc1OC (stereo not given),2%,2%,-5%,3%,-1%,6%,-2%,4%
O=C(CCCc1nc2ccccc2s1)N1CCN(c2ccccc2F)CC1,-14%,6%,4%,1%,2%,2%,0%,-8%
CCCNS(=O)(=O)c1ccc(OCC(=O)NCc2ccco2)cc1,?,-1%,-1%,-12%,1%,-4%,1%,3%
Cc1ccc(S(=O)(=O)/N=C(/Nc2nc(C)cc(C)n2)N2CCOCC2)cc1,5%,5%,4%,-1%,8%,-7%,-12%,5%
COc1ccc(-c2ccc(-c3noc(C(C)C)n3)c(OC)n2)cc1,?,-12%,10%,-12%,1%,?,-5%,-5%
O=C(NCCCCNC(=O)c1cccnc1)c1cccnc1,4%,-4%,3%,-6%,-5%,0%,-9%,3%
COc1cccc(N(CC(=O)NCC2CCCO2)C(=O)CCC(=O)Nc2nccs2)c1 (stereo not given),-3%,.,1%,0%,3%,7%,6%,10%
O=C(CSc1nc(-c2ccccc2)cc(=O)[nH]1)NCc1ccc2c(c1)OCO2,6%,-2%,11%,-2%,0%,-2%,-2%,5%
COc1ccc(N2CC(C(=O)NCCc3ccc(OC)c(OC)c3)CC2=O)cc1 (stereo not given),5%,4%,-2%,-8%,-7%,5%,-2%,7%
Cc1ccc(OCc2nnc(SCC(=O)NC3CCCCC3)n2C)cc1,0%,16%,0%,-9%,-9%,-2%,-8%,2%
C=CCSc1nc2c(c(=O)[nH]1)C(C(C)C)C(C#N)=C(N)O2 (stereo not given),-4%,23%,13%,-15%,7%,-1%,9%,-12%
Cc1n[nH]c(=O)nc1N/N=C/c1cccs1,2%,.,-1%,-4%,-3%,-28%,-6%,-4%
CSc1nnnn1-c1ccc(C)c(Cl)c1,0%,-2%,-20%,0%,3%,3%,-9%,-4%
Cc1c(Cl)cccc1NC(=O)Cn1nnc(C(=O)NCc2cccs2)c1N,4%,15%,18%,0%,7%,-3%,9%,-7%
CCCc1nc(NCc2ccco2)c(C#N)c2c1COC(C)(C)C2,-1%,-16%,2%,1%,10%,?,9%,-6%
Cc1cccc(NC(=O)CSc2nc3c(c(=O)[nH]2)CCCC3)c1C,-4%,-1%,9%,-4%,7%,6%,-17%,5%
COc1cccc(/C=C/c2nc3c(cnn3-c3ccccc3)c(=O)[nH]2)c1,?,-10%,0%,?,8%,?,6%,-11%
S=C(NCCCN1CCOCC1)Nc1ccc(Cl)c(Cl)c1,0%,11%,8%,-4%,2%,13%,1%,8%
COc1ccc(C2CC(=O)c3cnn(-c4nc(C)cc(C)n4)c3C2)cc1OC (stereo not given),10%,.,12%,-5%,-3%,5%,5%,3%
O=c1oc2ccccc2cc1-c1csc(NN=C2CCCCC2)n1,?,?,8%,5%,-6%,?,-16%,-19%
Nc1cc(Cl)ccc1N1CCCCC1,-10%,.,13%,8%,4%,-13%,-6%,-15%
CCC(=O)c1ccc(OCC(O)CNCc2ccc(F)cc2)cc1 (stereo not given),4%,.,.,-2%,-9%,-2%,-7%,8%
S=C(NCC1CCCCC1)Nc1cccnc1,-13%,12%,14%,1%,4%,3%,1%,-8%
CCCCN(CC)CCCNC(=O)C1CCN(c2ncnc3c2sc2cccc(F)c23)CC1,?,-61%[inhibitor],-6%,-3%,-9%,-21%,-5%,4%
O=C(C1=C(O)C(=O)N(CCc2ccccc2)C1c1cccnc1)c1ccco1 (stereo not given),18µM*,-7%,58%[activator],-7%,4%,1%,9%,-5%
O=C(CN1CCN(Cc2ccccc2Cl)CC1)N/N=C/c1cccs1,.,.,5%,.,-1%,-4%,0%,8%
Cc1ccc(C(=O)Nc2nc(-c3ccccc3)c(-c3ccccc3)o2)cc1,-11%,-2%,-1%,0%,4%,?,-4%,3%
CCCN(CCC)S(=O)(=O)c1ccc(NC(=O)c2cc(C(=O)OC)cc([N+](=O)[O-])c2)cc1,16%,7%,-3%,4%,-5%,3%,-4%,-7%

# These rows are one share of the data, so the mix of outcomes need not match the whole.
